Assay outcomes as filed in PubChem BioAssay.
GPR151 activ: human GPR151 activation | Q8TDV0 | PathHunter beta-arrestin GPR151 cells, luminescence | activation, % at 11.2 µM | 650,000 compounds, 1% hits | AID 1508602; in the data active = activation above about 4.9%;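 note: 0% = median of compound wells and 100% = cells with positive control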
Target sequence (Q8TDV0 whole entry, looked up): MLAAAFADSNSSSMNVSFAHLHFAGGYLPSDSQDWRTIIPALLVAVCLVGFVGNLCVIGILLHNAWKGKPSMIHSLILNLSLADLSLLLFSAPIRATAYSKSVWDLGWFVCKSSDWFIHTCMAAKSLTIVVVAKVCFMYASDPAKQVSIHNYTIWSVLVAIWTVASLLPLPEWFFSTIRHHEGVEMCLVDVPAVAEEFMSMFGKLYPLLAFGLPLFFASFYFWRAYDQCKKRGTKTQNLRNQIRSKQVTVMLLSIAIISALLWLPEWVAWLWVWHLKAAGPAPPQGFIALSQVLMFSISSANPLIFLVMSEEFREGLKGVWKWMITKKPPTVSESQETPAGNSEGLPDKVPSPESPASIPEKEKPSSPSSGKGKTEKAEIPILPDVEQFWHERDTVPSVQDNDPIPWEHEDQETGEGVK
FBW7 act: human FBW7 E3 ligase activation, primary screen; 650,000 compounds, 0.13% hits; AlphaScreen FBW7–phospho-cyclin E peptide binding, activator screen; normalized activity (activation), % at 26.1 µM; in the data active = normalized activity above about 1.9%;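 note: purified mutant Fbw7 with reduced substrate affinity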
MITF primary: blocks human microphthalmia-associated transcription factor; O75030; AlphaScreen MITF homodimerization, bead proximity signal; inhibition, % at 2.6 µM; 650,000 compounds, 0.91% hits; in the data active = inhibition above about 50%;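 note: 0% = vehicle wells with protein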
Target sequence (O75030 whole entry, looked up): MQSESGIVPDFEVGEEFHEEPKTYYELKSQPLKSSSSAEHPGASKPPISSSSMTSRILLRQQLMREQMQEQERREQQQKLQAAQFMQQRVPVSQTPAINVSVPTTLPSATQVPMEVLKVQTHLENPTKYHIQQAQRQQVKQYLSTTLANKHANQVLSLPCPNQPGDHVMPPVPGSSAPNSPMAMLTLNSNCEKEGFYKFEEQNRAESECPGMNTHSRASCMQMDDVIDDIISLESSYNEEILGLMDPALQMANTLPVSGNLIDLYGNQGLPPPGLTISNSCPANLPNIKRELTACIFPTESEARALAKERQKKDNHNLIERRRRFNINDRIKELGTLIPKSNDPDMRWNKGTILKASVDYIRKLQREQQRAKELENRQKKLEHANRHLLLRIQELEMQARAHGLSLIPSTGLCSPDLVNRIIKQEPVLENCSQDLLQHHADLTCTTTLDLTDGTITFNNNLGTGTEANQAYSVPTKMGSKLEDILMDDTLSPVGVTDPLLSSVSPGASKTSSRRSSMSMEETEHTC
TEAD-YAP block: TEAD-YAP interaction inhibition. HEK-TIYL cells, TEAD-Gal4/YAP UAS-luciferase luminescence. 640,000 compounds, 1.4% hits. inhibition, % at 9.12 µM. AID 1259422; in the data active = inhibition above about 32%;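 note: 0% = median of test compound wells and 100% = reference inhibitor wells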
Active calls of the source: *; & = joins results of further samples.

SMILES	GPR151 activ	FBW7 act	MITF primary	TEAD-YAP block
Cc1sc(NC(=O)c2ccco2)c(C(c2ccccc2F)N2CCOCC2)c1C (stereo unspecified)	1.9	-0.1	-7	-9
CC12CCC(=O)N1C(C(=O)Nc1nc3ccccc3s1)CS2 (stereo unspecified)	-1.7	-0.1	-4	-17
CCC(C)C(=O)C(=O)N1CCc2c(cnc(C)c2CNC(=O)c2ccccc2SC)C1 (stereo unspecified)	-1.1	0.5	6	-9
O=C(O)CCC(=O)Nc1ccc(Br)cc1F	2.5	0.0	-3	1
O=C(Nc1ccc2c(c1)OCO2)c1cccc(Nc2ccc(-n3ccnc3)cc2)c1	0.1	0.7	22	-9
O=C(COC(=O)CCOc1ccccc1F)Nc1ncc(C(F)(F)F)cc1Cl	1.2	0.0	-9	8
CC(C)(CC(=O)O)CC(=O)N1CCN(c2nc(-c3ccccc3)ns2)CC1	0.6	0.2	9	0
CN1CCN(C(=O)CC23CC4CC(C2)CC(c2ccccc2)(C4)C3)CC1	-0.2	-0.1	-4	-4
O=C(NCCC1=CCCCC1)C1(S(=O)(=O)c2ccc(Cl)cc2)CC1	-0.6	0.1	2	18
OCCNCCOCCOc1ccc(Br)cc1	-0.7	0.6	35	6
CC(=O)c1cccc(NC(=O)Nc2cnn(Cc3ccc(Cl)cc3Cl)c2)c1	-0.9	-0.4	5	-4
CC(=O)N1CCN(c2nc(CN(C)CCOc3ccc(C)cc3)nc3ccccc23)CC1	-0.9	0.0	-12	5
NCCCCN=C(N)N	-1.0&1.4	0.1&0.0	11&3	3&0
O=C(O)/C=C/C(=O)NCC1CCCO1 (stereo unspecified)	1.1	0.1	4	7
CSc1cccc(NC(=O)c2ccc(Cl)c([N+](=O)[O-])c2)c1	0.1	0.1	13	20
CN(C)c1ccc(CCCNC(=O)c2cccs2)cc1	0.2	-0.1	0	-7
O=C(Cc1ccccc1)Nc1ccnn1C1CCN(C2CCSCC2)CC1	0.4	-0.1	-15	1
CSc1ccc(C2SCC(=O)N2c2ccc(Cl)cc2)cc1 (stereo unspecified)	0.2	-0.1	8	-4
Cc1c(Cl)cccc1N(CC(=O)Nc1ccc(Br)cc1)S(C)(=O)=O	-0.3	-0.2	-5	-8
CC(=O)Oc1cccc(/C=C2N=C(/C=C/c3ccc(Cl)cc3)OC/2=O)c1	0.0	0.2	-12	-6
CC(C)C(=O)Nc1sc2c(c1C#N)CCC2	-1.1	-0.1	9	11
O=C1CCCN1CCn1cnc2c(NC3CC3)nc(NC3CCN(Cc4ccccc4)CC3)nc21	0.3	-0.1	2	5
Cn1c(=NC(=O)CCOc2ccccc2)sc2cc(Br)ccc21	0.0	0.1	4	9
CCOc1ccc(N/C=C/C(=O)c2cccs2)cc1	0.1	1.0	17	37*
Cc1ccc(NC(=O)c2ccc(C(=O)O)cc2C(=O)O)c(C)c1	1.8	0.0	-1	-3
(listing goes on)
SMILES	GPR151 activ	FBW7 act	MITF primary	TEAD-YAP block
COc1ccccc1N1CCN(c2cc(=O)n(-c3ccccc3C)c(=O)[nH]2)CC1	-1.9	0.0	0	-2
CC(=O)N1CCC(C(=O)NC(c2ccc3c(c2)OCO3)c2ccccn2)CC1 (stereo unspecified)	0.8	-0.3	9	0
COc1ccc(-c2ccc(Nc3cccc(OCC(=O)N(C)C)c3)nc2)cc1	-0.3	0.0	-3	-46
C=CCC1(NCc2ccco2)CCCCC1	1.1	-0.1	6	-1
CC(C)(C)SCCNC(=O)c1ccc(NS(C)(=O)=O)cc1	0.0	-0.2	-3	-18
Cc1cccc(NC(=O)CSc2n[nH]c(-c3ccccc3O)n2)c1C	-0.5	0.0	3	17
Cc1cccc(NCc2c(CO)cnc(C)c2O)c1C	0.1	0.1	3	1
Cn1cc(I)c(C(=O)NNC(=S)NCC2CCCO2)n1 (stereo unspecified)	1.1	-0.8	-13	-5
O=C(CNCC1CCCO1)Nc1ccccc1-c1ccccc1 (stereo unspecified)	0.3	-0.1	15	-3
O=C(Cn1cc(C(=O)c2ccccc2)c(=O)c2ccccc21)Nc1ccccc1	1.2	0.2	-14	7
COCCNC(=O)CN(C(=O)CCC(=O)Nc1ccccn1)c1ccccc1C	1.6	-0.1	-2	0
CCOC(=O)c1ccc(NC(=O)C(CC(C)C)N2C(=O)c3ccccc3C2=O)cc1 (stereo unspecified)	0.4	0.1	12	16
NC1=NC(c2ccc([N+](=O)[O-])cc2)n2c(nc3ccccc32)N1 (stereo unspecified)	0.3	-0.1	6	-10
CC1=C(CCC(=O)O)c2cc3nc(cc4[nH]c(cc5[nH]c(cc1n2)c(C)c5C(C)O)c(C)c4C(C)O)C(C)=C3CCC(=O)O (stereo unspecified)	-1.8	0.1	7	-10
Cc1ccc(C)c2sc(NC(=O)COc3ccccc3[N+](=O)[O-])nc12	0.2	0.8	3	-2
CCOc1ccc(NC(=O)C(CC(=O)O)C2CCCO2)cc1 (stereo unspecified)	-0.3	-0.1	-13	-5
Cc1[nH]n(-c2nc(-c3ccccc3F)cc(=O)[nH]2)c(=O)c1CCO	0.4	0.0	8	5
N#CCCNc1ncc(-c2ccc(Cl)cc2)cn1	-1.4	0.1	-12	-9
O=C(CSc1nc2sc3c(c2c(=O)n1Cc1ccco1)CCC3)Nc1nccs1	-0.3	-0.1	9	13
CC(C)(C)C1(O)CC(C(F)(F)F)=NN1C(=O)c1ccccc1Cl (stereo unspecified)	-0.2	0.2	9	6
O=C(Nc1ccc(Oc2ccccc2)cc1)c1ccc2nc(-c3cccs3)sc2c1	-0.6	0.2	24	8
Cc1cccc(NC(=O)CN2C(=O)N/C(=C/c3c(F)cccc3Cl)C2=O)c1	-0.5	-0.1	12	-3
O=C(Nc1cccc(F)c1)C1CC12CCN(Cc1ccc(CN3CCCC3)s1)CC2 (stereo unspecified)	0.0	0.1	9	1
COC(=O)C1=CN(C2CC2)C=C(C(=O)OC)C1c1ccc(Cl)c([N+](=O)[O-])c1	0.0	-0.1	2	6
CN(C)c1ccc(-c2ccc(OC3CCN(c4ncccn4)CC3)cc2)cn1	0.5	-0.3	7	48*
(next part)
SMILES	GPR151 activ	FBW7 act	MITF primary	TEAD-YAP block
Cc1ccc2occ(CN3CCc4nnc(CCc5ccccc5)n4CC3)c(=O)c2c1	0.9	0.3	6	4
CCn1c(C(=O)O)c(CC(=O)NCc2ccccc2OC)c2ccccc21	-1.0	0.1	-9	2
CCOC(=O)N1CCN(C(=O)c2sc3ncn(Cc4ccccc4F)c(=O)c3c2C)CC1	-0.9	0.1	16	15
O=C(Nc1cccc2c1CCCC2)c1ccccc1O	-0.4	0.0	-1	-12
O=C1Cc2cc(S(=O)(=O)NCc3cccnc3)cc3c2N1CCC3	-2.6	0.0	-12	-3
Cc1cc(NC(=O)c2cccs2)nc2c1c(=O)oc1ccccc12	0.0	0.5	20	8
OC(CN1CCOCC1)c1ccc(F)cc1 (stereo unspecified)	2.6	0.3	22	-7
COc1ccc(NC(=O)O/N=C\c2ccccc2Cl)cc1	-0.6	-0.1	9	-4
CCNC(=O)NC(=O)C(C)OC(=O)c1cccnc1SC (stereo unspecified)	-0.3	-0.1	5	-5
Cc1ccc(S(=O)(=O)N2CC3c4ccccc4CCN3C2c2cn(S(=O)(=O)c3ccc(C)cc3)nc2-c2ccc(F)cc2)cc1 (stereo unspecified)	0.7	-0.1	-3	4
CCN(CC)S(=O)(=O)c1ccc2c(c1)N(CC(=O)N1C(C)CCCC1C)C(=O)CO2 (stereo unspecified)	0.0	0.0	-2	-3
CCOc1ccc(C(=O)NNC(N)=S)cc1	1.5	-0.4	-6	4
Cc1ccc(C(=O)Nc2ccc(-c3nc4ncccc4o3)cc2)cc1Cl	2.2	0.1	6	-2
COc1cc(C2C3=C(CCCC3=O)N(c3ccccc3C(F)(F)F)C(=N)/C2=C(/O)c2ccccc2)cc(OC)c1OC (stereo unspecified)	-1.2	0.1	-11	-3
OC[C@H]1O[C@@H](n2cnc3cncnc32)[C@H](O)[C@@H]1O	1.6	0.1	10	16
Cc1ccc(N(CC(=O)NCCSc2nc3ccccc3s2)S(=O)(=O)c2ccccc2)cc1	0.8	-0.1	-6	-9
COc1cccc(C(=O)Nc2cccc(NC(C)=O)c2)c1	-1.1	-0.1	25	3
COC(=O)c1ccccc1NC=C1C(=O)OC(C)(C)OC1=O	0.6	0.0	14	5
Cc1nc2c(c(=O)[nH]1)CN(C(=O)c1cc(F)cc(F)c1)CC2	-1.2	0.1	-30	9
COc1ccc(-c2nnc(SCC(=O)N3c4ccccc4CC3C)o2)cc1 (stereo unspecified)	5.8*	0.0	4	-10
COc1ccc(CN2CCC(C(=O)NCc3ccc(C)cc3)CC2)c(OC)c1	-1.2	0.1	13	10
COc1cc(CO)ccc1OCc1cccc([N+](=O)[O-])c1	-2.4	0.0	-2	-68
CC(C)n1cnc2cc(NCc3ccccc3O)ccc21	-0.3	-0.1	16	-25
Cc1ccc(N2C(=O)/C(=C/c3ccc(-c4ccc(Cl)c(Cl)c4)o3)C=C2c2ccccc2)cc1[N+](=O)[O-]	-1.8	-0.2	-8	-2
COc1ccc(/C=C(/NC(=O)c2ccco2)C(=O)N2CCOCC2)cc1OC	3.5	0.5	20	7

At a glance, part of the list above.
SMILES	GPR151 activ	FBW7 act	MITF primary	TEAD-YAP block
CCNC(=O)NC(=O)C(C)OC(=O)c1cccnc1SC (stereo unspecified)	-0.3	-0.1	5	-5
Cc1ccc(S(=O)(=O)N2CC3c4ccccc4CCN3C2c2cn(S(=O)(=O)c3ccc(C)cc3)nc2-c2ccc(F)cc2)cc1 (stereo unspecified)	0.7	-0.1	-3	4

7 entries already listed, ordered by length of the SMILES, ascending:
SMILES	GPR151 activ	FBW7 act	MITF primary	TEAD-YAP block
OCCNCCOCCOc1ccc(Br)cc1	-0.7	0.6	35	6
CN(C)c1ccc(CCCNC(=O)c2cccs2)cc1	0.2	-0.1	0	-7
COc1ccc(-c2nnc(SCC(=O)N3c4ccccc4CC3C)o2)cc1 (stereo unspecified)	5.8*	0.0	4	-10
O=C(NCCC1=CCCCC1)C1(S(=O)(=O)c2ccc(Cl)cc2)CC1	-0.6	0.1	2	18
COc1ccc(-c2ccc(Nc3cccc(OCC(=O)N(C)C)c3)nc2)cc1	-0.3	0.0	-3	-46
NC1=NC(c2ccc([N+](=O)[O-])cc2)n2c(nc3ccccc32)N1 (stereo unspecified)	0.3	-0.1	6	-10
COc1cc(C2C3=C(CCCC3=O)N(c3ccccc3C(F)(F)F)C(=N)/C2=C(/O)c2ccccc2)cc(OC)c1OC (stereo unspecified)	-1.2	0.1	-11	-3

Next structures follow:
SMILES	GPR151 activ	FBW7 act	MITF primary	TEAD-YAP block
Cc1nc(C)n(-c2ccc(Nc3nccc(-c4cncc5ccccc45)n3)cc2)n1	-1.0	0.9	17	81*
COC(=O)c1ccc(Cl)c(-c2ccc(C=O)o2)c1	-0.9	0.6	19	-2
COc1ccc(CCNC(=O)Cc2cc(=O)[nH]c(=O)[nH]2)cc1OC	-1.8	-0.1	-5	0
CCCOc1ccc(N/C=C/C(=O)c2ccco2)cc1	-1.4	-0.1	4	-7
CCOC(=O)c1oc2cc(O)ccc2c(=O)c1-c1ccc(OC)c(OC)c1	-1.1	-0.1	2	10
COCC1CCN(c2nc3nonc3nc2NCc2cccs2)CC1	0.1	-0.1	-3	1
Cc1ncn(-c2ccc(Nc3ncc4cccc(-n5cccn5)c4n3)cc2)n1	2.5	0.1	2	43*
CC(=O)NNC(=O)C(c1ccccc1)c1ccccc1	-0.5	-0.1	4	-2
COc1ccccc1CN1C[C@@H]2C[C@@H](c3ccc(SC)cc3)N3CCC[C@@]23C1=O	0.6	-0.1	2	-7
CCOC(COc1ccc(C(=O)c2ccccc2)cc1)OCC	-0.7	0.2	-8	-41
CC(=O)c1c(C)oc2ccc(N(C(=O)c3ccccc3)S(=O)(=O)c3ccccc3)cc12	1.1	-0.3	-5	-13
COc1ccc(NC(=O)c2ccccc2Cl)cc1OC	-0.2	0.1	-3	-15
N#C/C(=C/c1cc(Cl)ccc1Cl)c1nc2ccccc2c(=O)[nH]1	3.9	-0.1	8	-9
O=C(Nc1ccccc1)c1cc(Br)ccc1I	1.6	0.0	-3	1
NC(C(=O)Nc1nc2ccc(-c3cn[nH]c3)cc2s1)c1ccc(Cl)cc1 (stereo unspecified)	-1.2	0.0	-19	3
CC(=O)Nc1cc2ccccc2cc1NC(C)=O	-1.3	0.0	-24	0
COC(=O)c1ccc(N2C(=O)CC(NCCc3ccc(OC)cc3)C2=O)cc1 (stereo unspecified)	0.5	0.4	8	-4
Cc1ccccc1CNC(=O)c1cccc([N+](=O)[O-])c1	-1.0	0.1	11	11
COc1ccc(OC)c(NC(=O)c2c(C)c(-c3ccccc3)nc3ccccc23)c1	-0.1	0.0	2	2
CCOC(=O)C1CCN(C(=O)c2ccc([N+](=O)[O-])c(C)c2)CC1	1.1	-0.1	1	-2
CCCc1cc(=O)[nH]c2nnc(SCC(=O)Nc3ccc4c(c3)OCCO4)n12	-1.6	-0.1	11	2
Cc1ccc(/C=C/C(=O)NCc2cccs2)cc1	-1.2	-0.1	15	-64
Cc1ccc(N2C(=O)CSC2c2ccc(C(C)(C)C)cc2)cc1F (stereo unspecified)	0.3	0.1	-2	2
CC(C)(C)c1nnc2n(c1=O)N=C(c1cccc([N+](=O)[O-])c1)CS2	-0.1	0.1	-2	-17
O=C(Cc1csc(Nc2ccccc2)n1)NCc1cccnc1	2.8	-0.1	3	-3
CCOc1ccc(-c2cn(S(=O)(=O)c3ccc([N+](=O)[O-])cc3)nc2N)cc1	0.2	-0.2	-12	13
